Source: PubChem
EphA4 KYL inhibition = inhibitors of EphA4 binding to KYL peptide, primary screen, biochemical, colorimetric, mouse EphA4 (AID 689). EphA4-AP binding to KYL peptide, pNPP A405; higher % means a stronger effect. one-dose inhibition, % at 10 µM; IC50 in µM for titrated hits. 0.1% of 62,000 active; in the data active means a potency from the dose series; inactive means the rest, 99 in 100 with inhibition below about 22%
Active calls of the source: *. These rows are one share of the data; count on the stated rates, not on these rows.

| SMILES | EphA4 KYL inhibition |
| --- | --- |
| O=C(c1ccc([N+](=O)[O-])cc1)N(Cc1ccc(Cl)cc1)N1C(=O)CCCC1=O | -16.1% |
| COc1ccc(CN(C(=S)Nc2ccccc2)C2CC(=O)N(c3ccc(F)cc3)C2=O)cc1 (stereo not drawn) | 11.9% |
| C=CCN1C(=O)c2ccccc2Sc2ccc(C(=O)N3CCN(C)CC3)cc21 | -1.2% |
| Cc1ccccc1Cn1cnc2c(nnn2Cc2ccc(F)cc2)c1=O | -7.7% |
| COc1ccc(C2=CC(c3ccc(Cl)cc3)n3cnnc3N2)cc1OC (stereo not drawn) | 5.2% |
| c1csc(-c2cnc3n2CCCC3)c1 | -14.2% |
| CCCCCOc1ccccc1C(=O)NCCC(=O)O | 10.4% |
| CCOC(=O)Nc1ccc2ncn(C)c(=O)c2c1 | 1.4% |
| O=C1CC(NCc2ccc3c(c2)OCO3)C(=O)N1Cc1ccc2c(c1)OCO2 (stereo not drawn) | -2.4% |
| CCOc1ccccc1-c1nc(C(N)=O)c2[nH]c(=O)n(-c3ccc(F)cc3)c2n1 | -33.1% |
| CCOC(=O)CSc1nc2c(sc(=S)n2CCc2ccccc2)c(=O)n1Cc1ccco1 | 14.0% |
| O=C(/C=C/c1ccco1)Nc1ccc(Oc2ccc(Cl)cc2)cc1 | -7.8% |
| FC(F)(F)c1cc(C(F)(F)F)c2ccc(N/N=C/c3ccccc3)nc2n1 | -11.4% |
| Cc1ccc(C(=O)O)cc1S(=O)(=O)N1CCSCC1 | -4.1% |
| CS(=O)(=O)Nc1cccc2cccnc12 | -10.6% |
| Cc1nc(OCC(=O)c2ccc(Cl)cc2)c(C#N)c2c1COC(C)(C)C2 | -3.1% |
| CC(C)C(NS(=O)(=O)c1cccc2nsnc12)C(=O)Nc1nc2ccc(Cl)cc2s1 (stereo not drawn) | -34.9% |
| CCn1c(=O)c(=O)n(CC)c2cc(S(=O)(=O)N3CCc4ccccc43)ccc21 | -3.8% |
| N#C/C(C(=O)Oc1ccccc1)=C1\C=CC=CN1 | -4.8% |
| CCc1cc(C(=O)NNC(=S)NCC2CCCO2)cs1 (stereo not drawn) | -8.9% |
| CCc1ccccc1NC(=O)c1cc2sccc2n1C | 10.5% |
| CCOC(=O)c1ccc(S(=O)(=O)N2CCNCC2)cc1 | -1.2% |
| CC(C)(C)c1cc(C(c2cccnc2)N2CCN(CCO)CC2)cc(C(C)(C)C)c1O (stereo not drawn) | 2.6% |
| CC1CCc2nc(N)c(C#N)c(-c3cccn3C)c2C1 (stereo not drawn) | -3.5% |
| Cc1nc(NC(=O)c2ccccc2)sc1-c1csc(Nc2ccc(N)cc2)n1 | 0.7% |
| CCOC(=O)CC(=O)Nc1nc2ccccc2s1 | -7.9% |
| CCN(CC)c1ccc(NC(=O)CCCCCN2C(=O)c3ccccc3C2=O)cc1 | -1.6% |
| CCSCC1COC(c2cccn2Cc2ccc(C)cc2)=N1 (stereo not drawn) | -2.9% |
| COC(=O)c1[nH]c2cc(OC)ccc2c1NC(=O)CN1CCN(c2cccc(C)c2)C(C)C1 (stereo not drawn) | -7.4% |
| O=S(=O)(/N=C(/c1ccccc1Cl)N1CCOCC1)c1ccccc1 | -6.9% |
| CCC(C)OC(=O)C1=C(C)NC(=O)CC1c1ccccc1OC (stereo not drawn) | 1.5% |
| COc1ccc(-n2c(Cc3cc(=O)[nH]c(=O)[nH]3)nnc2SCC(=O)NC2CCCC2)cc1 | -2.0% |
| CNC(=O)c1ncnnc1N(C)C(=O)NCc1ccccc1 | -3.7% |
| Cn1c(=O)[nH]c(=O)c2c1nc(Br)n2CCCCSc1nc2ccccc2o1 | -4.8% |
| Cc1cc(C(=O)OCn2nnc3ccccc3c2=O)c(C)o1 | -0.3% |
| CCN(CC)C(=S)Sc1nc(Nc2cccc(C)c2)nc(Nc2cccc(C)c2)n1 | -9.2% |
| O=C(CSc1nc(-c2ccco2)cc(C(F)(F)F)n1)NC1CCCC1 | -6.1% |
| O=C(OCC(=O)N1CCCCC1)c1cc2ccccc2cc1O | -3.6% |
| CCOc1cc(C2NC(=O)N(C)C(C)=C2C(=O)OCCc2ccccc2)ccc1O (stereo not drawn) | -2.2% |
| COc1cc(/C=N/N2C(=O)C3C4C=CC(CC4)C3C2=O)cc(I)c1OC (stereo not drawn) | -4.4% |
| CC(=O)Oc1ccc2c(C(F)(F)F)cc(=O)oc2c1 | 2.7% |
| O=C1c2ccccc2-c2c1cccc2C(=O)N1CCN(C(=O)c2ccco2)CC1 | -8.6% |
| N#Cc1cccc(NC(=O)N2CCC(c3nc4c(nnn4Cc4cccc(Cl)c4)c(=O)[nH]3)CC2)c1 | 0.8% |
| CC(C)(C)NS(=O)(=O)c1ccc(NC(=O)c2cc(-c3ccccc3)nc3ccccc23)cc1 | -8.2% |
| Cc1ccc(Cn2c(SCC(C)C)nc3c2c(=O)[nH]c(=O)n3C)cc1 | -8.4% |
| CC1(C(=O)N2CC3(CC(c4cccc([N+](=O)[O-])c4)=NO3)C[C@H]2C(=O)NCC(N)=O)CC1 (stereo partly drawn) | -5.9% |
| CCOC(=O)C1/C(=N\O)CC(C)(O)C(C(=O)OCC)C1c1ccc(N(C)C)cc1 (stereo not drawn) | -7.2% |
| c1cncc(CNc2nc(N3CCOCC3)nc(N3CCOCC3)n2)c1 | -8.0% |
| Cc1ccc(NC(=O)CN2C(=O)S/C(=C\c3cccn3-c3cccc(C(=O)O)c3)C2=O)c(C)c1 | -13.3% |
| C=CCn1c(=S)[nH]c2nc3c(cc2c1=O)COC(C)(C)C3 | -5.6% |
| O=C(Nc1ccc(I)cc1)C1CCCN1C(=O)Oc1ccccc1 (stereo not drawn) | -1.0% |
| COc1ccc(-c2n[nH]c(=S)o2)cc1 | 10.2% |
| Cn1c(=O)c2c(ncn2CC(=O)Nc2cc(Cl)c(Cl)cc2Cl)n(C)c1=O | -2.4% |
| O=C(C1CCN(S(=O)(=O)c2cccc3cccnc23)CC1)N1CCn2c1nc1ccccc12 | -1.1% |
| Cc1cc(-c2ccc(Cl)s2)n[nH]1 | 1.4% |
| CC1(C)CC(=O)C(C=Nc2ccccc2C(=O)O)=C(O)C1 | -11.1% |
| O=C(c1cnn2c(C(F)(F)F)cc(-c3ccc(Br)cc3)nc12)N1CCOCC1 | -14.8% |
| CCN(CC)C(=O)CSCc1cnn(-c2ccccc2)c1-n1cccc1 | 6.7% |
| CC(=O)c1ccc(-c2ccc(C(C)=O)cc2)cc1 | 2.1% |
| CCCC(=O)Nc1ccc(C)c(O)c1 | -17.8% |

Remaining list, next part.
| SMILES | EphA4 KYL inhibition |
| --- | --- |
| O=C(CCN1C(=O)C2C3C=CC(C3)C2C1=O)NCCN1CCCc2ccccc21 (stereo not drawn) | -16.4% |
| CC12CC(c3ccccc3O1)C(C(=O)NCc1ccccc1)C(=O)N2 (stereo not drawn) | -3.7% |
| CCOC(=O)N1CCN(C(=S)Nc2cc(OC)c(OC)cc2C(=O)OC)CC1 | -7.4% |
| Cc1ccc(-c2c(C#N)c(N)nc3c2CCCCC3)cc1 | -0.9% |
| Cc1cc(Cl)ccc1OCCCC(=O)N1CCN(C(=O)c2ccco2)CC1 | -3.2% |
| Cc1cc2oc(=O)cc(CN3CCC(C)CC3)c2cc1Cl | -18.1% |
| Cc1ccc(CCNC(=O)C2CCN(S(=O)(=O)N3CCC4(CC3)OCCO4)CC2)cc1 | -8.0% |
| CCOc1c(N2CCCCC2)c(=O)c1=O | -8.4% |
| Nc1nnc(SCC(=O)N2CCN(Cc3ccccc3)CC2)s1 | -5.5% |
| CCOC(=O)CN1C(=O)CSc2ccccc21 | -12.3% |
| O=C1NC(=O)N(c2ccccc2)C(=O)/C1=C\c1cccc(OCc2ccccc2F)c1 | -3.9% |
| CC(C)C1C(C#N)=C(N)Oc2n[nH]c(-c3cccs3)c21 (stereo not drawn) | -7.5% |

Quoted from the listing:
Under EphA4 KYL inhibition, Cc1cc2oc(=O)cc(CN3CCC(C)CC3)c2cc1Cl shows -18.1%
Under EphA4 KYL inhibition, CC12CC(c3ccccc3O1)C(C(=O)NCc1ccccc1)C(=O)N2 (stereo not drawn) shows -3.7%
Under EphA4 KYL inhibition, CCOc1c(N2CCCCC2)c(=O)c1=O shows -8.4%

Next records:
| SMILES | EphA4 KYL inhibition |
| --- | --- |
| COC(=O)c1cccc(N2C(=O)c3ccc(Oc4ccc([N+](=O)[O-])cc4)cc3C2=O)c1 | 3.0% |
| COc1ccc(N2CCN(S(=O)(=O)c3cccc4cccnc34)CC2)cc1 | 0.5% |
| COc1ccc(NC(=O)c2c(C(F)(F)F)nn(C)c2SCc2ccccc2)cc1 | -14.4% |
| CCN(CCCNC(=O)CCc1nc(-c2ccc(OC)cc2)no1)c1cccc(C)c1 | -12.7% |
| CCCCCCC/C(C)=N/NC(=O)CC(=O)NCCc1ccccc1 | -13.4% |
| Cc1cc(C(=O)CNCc2ccco2)c(C)n1-c1ccc(F)cc1 | -9.7% |
| CCOC(=O)C1=C(C)NC(=O)NC1c1ccc(OCC(=O)OC)c(OC)c1 (stereo not drawn) | 0.2% |
| O=C(O)CC12CC3CC(CC(S)(C3)C1)C2 | -1.9% |
| OC(CN1CCN(c2ccccc2)CC1)Cn1c2ccccc2c2ccccc21 (stereo not drawn) | -5.5% |
| Cn1ncc2c(Nc3ccc4ccccc4c3)ncnc21 | -8.0% |
| CCOP(=O)(OCC)c1nc(/C=C/c2ccccc2)oc1NCc1ccccc1 | -9.0% |
| CC1Cc2ccccc2N1C(=O)c1cnc2n(c1=O)CCS2 (stereo not drawn) | -7.9% |
| O=C(Nc1cccc(I)c1)c1ccc(-c2ccccc2)cc1 | -1.6% |
| Cc1ccccc1C(=O)c1c[nH]c(C(=O)NCc2cccs2)c1 | -5.6% |
| CCOC(=O)c1ccccc1-c1csc(NS(=O)(=O)c2ccc(Cl)cc2)n1 | 11.9% |
| CCn1c(SCC(=O)NCC2CCCO2)nnc1-c1ccccc1 (stereo not drawn) | -0.7% |
| COc1ccc(CCNC(=O)C(C)OC(=O)c2ccco2)cc1OC (stereo not drawn) | 4.1% |
| COc1ccc(OC)c(-c2nc(-c3ccccc3)c(-c3cccs3)[nH]2)c1 | 11.1% |
| NC(=O)c1ccc(C(F)(F)F)n(Cc2c(Cl)cccc2Cl)c1=O | 10.2% |
| O=C1CC(c2ccccc2)CC(O)=C1C=NC1CCCCC1 (stereo not drawn) | -4.6% |
| O=C(CSc1ccc(Cl)cc1)NCC1CCCO1 (stereo not drawn) | -2.0% |
| COCCCNC(=O)c1c(N)n(/N=C/c2ccccn2)c2nc3ccccc3nc12 | -1.0% |
| COc1cc(OC)cc(C(=O)N2CCCc3ccccc32)c1 | -4.6% |
| Clc1c(-c2nnc3n2CCCCC3)sc2ccccc12 | -15.4% |

Not a retest: entries from further up.
| SMILES | EphA4 KYL inhibition |
| --- | --- |
| CCOC(=O)c1ccc(S(=O)(=O)N2CCNCC2)cc1 | -1.2% |
| CC(C)(C)c1cc(C(c2cccnc2)N2CCN(CCO)CC2)cc(C(C)(C)C)c1O (stereo not drawn) | 2.6% |

(continued)
| SMILES | EphA4 KYL inhibition |
| --- | --- |
| Cc1c(C(=O)OCc2ccccc2)nnn1-c1nonc1N | -15.0% |
| COCCCn1c(SCC(=O)Nc2ccc(C(C)=O)cc2)nc2ccccc2c1=O | -13.1% |
| Cc1cc(C(F)(F)F)nn1CC(=O)Nc1cccnc1 | 7.9% |
| CN1C(=O)/C(=C2\SC(=S)N(CC(=O)O)C2=O)c2ccccc21 | 6.2% |
| CC(C)OCCCNC(=O)Cn1nc(-c2ccccc2)ccc1=O | 3.3% |
| CCCCN1Cc2cc(C(=O)c3cc(F)ccc3O)cnc2NC1=O | 4.7% |
| CCOC(=O)c1sc(NC(NC(=O)c2ccco2)(C(=O)OC)C(F)(F)F)nc1C (stereo not drawn) | 4.3% |
| COC(=O)C1=C(N)Oc2cc(C)n(Cc3ccccc3)c(=O)c2C1c1ccccc1 (stereo not drawn) | -4.7% |
| CC(C)c1ccc(CNc2cc(N3CCN(C(=O)c4ccccc4F)CC3)ccc2[N+](=O)[O-])cc1 | -8.6% |
| CC1CCc2cc(F)cc3c(O)c(C(=O)NCc4ccco4)c(=O)n1c23 (stereo not drawn) | -6.8% |
| Cc1ccc(N=c2oc3cc(O)ccc3cc2C(N)=O)cc1 | -7.5% |
| CCn1c(SCC(=O)c2ccccc2)nnc1-c1cccs1 | 5.0% |

Entries listed so far that have a cyano group (6):
| SMILES | EphA4 KYL inhibition |
| --- | --- |
| Cc1nc(OCC(=O)c2ccc(Cl)cc2)c(C#N)c2c1COC(C)(C)C2 | -3.1% |
| N#C/C(C(=O)Oc1ccccc1)=C1\C=CC=CN1 | -4.8% |
| CC1CCc2nc(N)c(C#N)c(-c3cccn3C)c2C1 (stereo not drawn) | -3.5% |
| N#Cc1cccc(NC(=O)N2CCC(c3nc4c(nnn4Cc4cccc(Cl)c4)c(=O)[nH]3)CC2)c1 | 0.8% |
| Cc1ccc(-c2c(C#N)c(N)nc3c2CCCCC3)cc1 | -0.9% |
| CC(C)C1C(C#N)=C(N)Oc2n[nH]c(-c3cccs3)c21 (stereo not drawn) | -7.5% |

Following part
| SMILES | EphA4 KYL inhibition |
| --- | --- |
| COc1ccc(/C(O)=C2\C(=O)C(=O)N(CCc3ccccc3)C2c2ccc(F)cc2)cc1 (stereo not drawn) | 7.9% |
| COc1ccccc1OCC(=O)OCC(=O)NCCN1C(=O)CSC1=O | -2.1% |
| CCC(=O)N(Cc1ccco1)c1nc(-c2ccccc2)cs1 | -16.6% |
| CCCCNC(=O)C(NS(=O)(=O)c1cccc2nsnc12)c1ccccc1 (stereo not drawn) | -10.4% |
| O=C(Nc1nc2c(s1)CCCC2)c1ccc(Br)o1 | -1.7% |
| COc1cccc(CC(=O)NCC2COc3ccccc3O2)c1OC (stereo not drawn) | -10.4% |
| CCCCNC(=O)c1ccc2c(OCC)n(CCCC)nc2c1 | -14.7% |
| CCN(CC)CCCNC(=O)C1c2cc(OC)c(OC)cc2C(=O)N(C)C1c1cccs1 (stereo not drawn) | -14.9% |
| Cc1cc(C)nc(N(C#N)CC(=O)N(c2ccccc2)C(C)C)n1 | -10.4% |
| CCn1c(=O)cc(OCC(=O)NCCC(C)C)c2ccccc21 | -1.3% |
| Cc1cccc(NC(=O)/C(=C\c2ccco2)NC(=O)c2cccs2)c1 | -13.2% |
| Cc1cc(C)n2c(SC/C(O)=C(\C#N)c3nc4ccccc4[nH]3)nnc2n1 | -11.5% |
| COC(=O)C1=C(C)NC2=C(C(=O)CC(c3ccc(OC)c(OC)c3)C2)C1c1ccc2c(c1)OCO2 (stereo not drawn) | -5.0% |
